High-throughput results: PubChem, National Center for Advancing Translational Sciences (NCATS)
FLuc counter = qHTS profiling assay for firefly luciferase inhibitor/activator using purifed enzyme and Km concentrations of substrates (counterscreen for miR-21 project); Luciferin 4-monooxygenase (Photinus pyralis), P08659; purified FLuc, Km substrates, luminescence inhibition; Potency, µM (titrated, usually from 57.5 µM), without a hit: at the top dose activity change, negative = inhibition, most hits filed as inhibitors; hit rate 6.9% among 360,000; AID 588342, 2011;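 note: potency is the fitted concentration of half-maximal effect; plate controls were vehicle for no effect and reference inhibitor for full effect; nearly all actives have a fitted effect of over 55% in size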
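Purified P. pyralis luciferase (10nM final) with 10uM D-luciferin and 10uM ATP (Km levels) in 50mM Tris acetate pH 7.5, 10mM Mg acetate, 0.01% Tween-20, 0.05% BSA; qHTS 6-point titration, ~60 µM downward; luminescence read.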
NPC1 prom act = qHTS Assay for NPC1 Promoter Activators | Potency, µM (doses to about 9.22 µM), for the others: top-dose activation, hits mostly activators | Huh7 NPC1 promoter luciferase reporter, 24 h | hit rate 2.4% among 320,000 | AID 485313, 2010;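 note: potency is the fitted concentration of half-maximal effect; % of control where 0% means no effect; nearly all actives have a fitted effect of over 60% in size; reporter is driven by a mutant NPC1 promoter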
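Luminescence read-out of NPC1 promoter-driven luciferase in stably transfected Huh7 cells; compounds delivered in DMSO and left 24 h at 37C, 5% CO2, qHTS titration format.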
ELG1 repair inh = qHTS screen for small molecules that inhibit ELG1-dependent DNA repair in human embryonic kidney (HEK293T) cells expressing luciferase-tagged ELG1 | HEK293T ELG1-luciferase reporter, luminescence, 16 h; DNA damage induced by 5-fluorouridine | AID 504467, 2011 | Potency, µM (highest dose often 46.1 µM), for inactives: top-dose activity change, negative = inhibition, usual class: inhibitors | hit rate 2.3% among 330,000; note: potency is the fitted concentration of half-maximal effect; % is set by controls: 0 for no effect and ±100 for the full control effect; nearly all actives have a fitted effect of over 55% in size
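In this reporter screen, reduction of luminescence relative to DMSO vehicle indicated activity. Compounds and 5-fluorouridine were added together to 2,000 cells per well, incubated for 16 hr at 37 °C, then developed with ONE-Glo.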
p53 reactivation = qHTS assay for re-activators of p53 using a Luc reporter | Potency, µM (series often up to 92.2 µM), for the others: at the highest dose activity change, positive = activation, hits mostly activators | H1299 p53-A138V BP100-luciferase reporter, luminescence, 24 h | AID 504706, 2011 | hit rate 0.063% among 320,000; note: potency is the fitted concentration of half-maximal effect; % of control where 0% means no effect; nearly all actives have a fitted effect of over 45% in size
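H1299 (p53-null), stable ts p53-A138V + BP100-Luc; 1000 cells/well, Opti-MEM/10% FBS; cpd 4 pt, 1:5; 24 h, 37 deg C, 5% CO2; detection reagent 10 min RT; luminescence.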
RORg inh = qHTS for inhibitors of ROR gamma transcriptional activity; Nuclear receptor ROR-gamma (Mus musculus), P51450; hit rate 5.4% among 310,000; Potency, µM (titrated, usually from 53.6 µM), for inactives: at the top dose activity change, negative = inhibition, most hits filed as inhibitors; AID 2551, 2010; Drosophila S2 Gal4-RORgamma UAS-luciferase reporter, 20 h; note: potency is the fitted concentration of half-maximal effect; % is set by controls: 0 for no effect and ±100 for the full control effect; nearly all actives have a fitted effect of over 60% in size
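Stable Schneider cell line, Gal4 DNA-binding domain fused to ROR gamma, UAS-luciferase. Cmpd 1 hr RT → CuSO4 700 uM final → 20 hr RT → luciferase reagent 10 min → luminescence.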
ELG1 genotoxic = qHTS screen for small molecules that induce genotoxicity in human embryonic kidney (HEK293T) cells expressing luciferase-tagged ELG1; HEK293T ELG1-luciferase reporter, luminescence, 16 h; Potency, µM (highest dose often 46 µM), for the others: at the top dose activity change, positive = activation, most hits filed as activators; hit rate 1.3% among 330,000; AID 504466, 2011; note: potency is the fitted concentration of half-maximal effect; % of control where 0% means no effect; nearly all actives have a fitted effect of over 60% in size
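Screening used a luciferase reporter fused to human ELG1 in HEK293T cells. Luminescence was read on a CCD plate imager after 16 hr exposure and 30 min ONE-Glo incubation.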
BRCA1 expr up = qHTS Assay to Identify Small Molecule Activators of BRCA1 Expression; Potency, µM (titrated, usually from 46.1 µM), inactives show top-dose activation, actives largely listed as activators; MCF7-BRCA1-FFLuc reporter, luminescence, 48 h; response scale: scaled: vehicle 0%, 10 µM genistein 100%; hit rate 1.1% among 380,000; note: potency is the fitted concentration of half-maximal effect; nearly all actives have a fitted effect of over 80% in size; some results filed as inactive show a strong effect at the top dose
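Cells: MCF7-BRCA1-FFLuc, 2000/well. Exposure: 48 h, 37 °C, 5% CO2. Read: luminescence, 15 min post-substrate. Controls: genistein 10 microM (maximal activation), DMSO (neutral).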
TRPV1 agonist = HTS Assay for Compounds that Act as Agonists of the Vanilloid Receptor 1; Transient receptor potential cation channel subfamily V member 1 (Homo sapiens), Q8NER1; activation, % at 8.33 µM; TRPV1-expressing cells, Fluo-8 calcium influx, agonist mode; hit rate 0.19% among 320,000; in the data active = activation above about 80%; inconclusive = between about 30% and that limit; note: 0% is about no effect
Target sequence (Q8NER1 whole entry, looked up): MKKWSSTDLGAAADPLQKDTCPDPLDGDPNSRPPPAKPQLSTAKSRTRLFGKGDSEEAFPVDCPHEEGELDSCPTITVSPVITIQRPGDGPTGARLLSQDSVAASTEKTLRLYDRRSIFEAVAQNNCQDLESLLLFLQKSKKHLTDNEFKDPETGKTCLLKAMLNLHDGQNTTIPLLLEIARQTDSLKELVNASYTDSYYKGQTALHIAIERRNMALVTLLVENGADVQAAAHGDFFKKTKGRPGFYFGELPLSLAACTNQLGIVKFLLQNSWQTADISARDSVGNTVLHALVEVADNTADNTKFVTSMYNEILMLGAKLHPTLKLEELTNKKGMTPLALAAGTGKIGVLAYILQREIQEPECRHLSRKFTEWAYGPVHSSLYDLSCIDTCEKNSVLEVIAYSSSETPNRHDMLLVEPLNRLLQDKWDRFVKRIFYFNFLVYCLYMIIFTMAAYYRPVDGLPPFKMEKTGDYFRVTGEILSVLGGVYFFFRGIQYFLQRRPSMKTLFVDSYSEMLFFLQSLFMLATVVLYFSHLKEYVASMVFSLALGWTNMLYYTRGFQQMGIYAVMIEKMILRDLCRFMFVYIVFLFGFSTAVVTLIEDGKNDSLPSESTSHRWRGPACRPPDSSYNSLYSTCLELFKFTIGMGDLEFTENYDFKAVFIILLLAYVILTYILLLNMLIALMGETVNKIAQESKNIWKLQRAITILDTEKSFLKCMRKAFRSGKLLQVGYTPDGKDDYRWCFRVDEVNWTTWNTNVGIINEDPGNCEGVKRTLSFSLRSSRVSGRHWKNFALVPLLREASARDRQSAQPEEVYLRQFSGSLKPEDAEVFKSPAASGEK
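Fluo-8 calcium influx in TRPV1-expressing cells, kinetic read (ex 480/em 520 nm). Compound added and read 3 min for agonist activity, followed by capsaicin at EC20 final and 2 min further read for enhancement.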
VP16 counter = VP16 counterscreen qHTS for inhibitors of ROR gamma transcriptional activity | hit rate 3.5% among 310,000 | Drosophila S2 Gal4-VP16 UAS-luciferase, luminescence, 20 h | Potency, µM (doses to about 53.6 µM), without a hit: at the top dose activity, negative = inhibition, actives largely listed as inhibitors;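 note: Gal4-VP16 expression switched on by copper sulfate through the metallothionein promoter; potency is the fitted concentration of half-maximal effect; % is set by controls: 0 for no effect and ±100 for the full control effect; nearly all actives have a fitted effect of over 50% in size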
Tb PFK block = qHTS Assay to Find Inhibitors of T. brucei phosphofructokinase | T. brucei PFK, ADP-Glo luminescence | hit rate 0.17% among 330,000 | AID 485367, 2010 | Potency, µM (highest dose often 57.5 µM), without a hit: top-dose activity, negative = inhibition, usual class: inhibitors | ATP-dependent 6-phosphofructokinase (Trypanosoma brucei brucei), O15648;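 note: potency is the fitted concentration of half-maximal effect; 0% = uninhibited 1x PFK enzyme wells and -100% = no-enzyme wells; nearly all actives have a fitted effect of over 60% in size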
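In TEA buffer at pH 8.0 with 5 mM MgCl2, enzyme (1.25 nM) converted F6P (0.5 mM) and ATP (0.1 mM) for 45 min at room temperature. ADP product was read by luciferase luminescence.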
Rab9 prom act = qHTS Assay for Rab9 Promoter Activators | Huh7 Rab9 promoter-luciferase reporter, luminescence, 24 h | Potency, µM (highest dose often 9.22 µM), inactives show top-dose activation, negative = inhibition, most hits filed as activators | hit rate 2.8% among 320,000 | AID 485297, 2010; note: potency is the fitted concentration of half-maximal effect; % of control where 0% means no effect; nearly all actives have a fitted effect of over 60% in size
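Promoter activation is measured as luciferase luminescence in Huh7 cells stably transfected with a Rab9 promoter–luciferase construct, following 24 h compound exposure at 37 °C and 10 min reagent incubation at ambient temperature.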
Numbers without * were called inactive; ? = inconclusive; / = no result given; [ ] = another dose, or the depositor's remark. Unless noted, calls come from the whole dose curve; as a rule, active = well fitted curve in the direction sought with a large enough effect; inconclusive = small, poorly fitted or top-dose-only effect, or another doubt; inactive = no such curve, though single readings can be large; an effect the other way counts as inactive or inconclusive. An unsorted share of the library, and some 15% of all compounds hit somewhere here.

Each structure is followed by: FLuc counter | NPC1 prom act | ELG1 repair inh | p53 reactivation | RORg inh | ELG1 genotoxic | BRCA1 expr up | TRPV1 agonist | VP16 counter | Tb PFK block | Rab9 prom act
Cc1ccccc1CNC(=O)C1CCC(=O)N(C2CCCCCC2)C1 (configuration not stated)
 : 5% | 0% | 2% | 8% | 37% | -2% | -5% | 4 | -5% | -6% | 19%
NS(=O)(=O)c1ccc(CCNC(=O)COC(=O)C2CCN(c3ccc(C(F)(F)F)cn3)CC2)cc1
 : 5% | -2% | 2% | 1% | / | ? | -1% | 1 | / | -3% | 2%
CC1(C(=O)OCc2cc(=O)n3cc(Br)ccc3n2)CC1(Cl)Cl (configuration not stated)
 : 13µM* | 3.2µM* | ? | 9% | 8% | 12µM* | ? | 27 | -8% | -2% | -27%
COc1ccc(CN2CCNC(=O)C2CC(=O)N(C)CCC2CCOCC2)cc1OC (configuration not stated)
 : 5% | 1% | 7% | 0% | -9% | 10% | -1% | 1 | -3% | -4% | 1%
CCOC(=O)C1CCCCN1Cc1cc(Cl)ccc1O (configuration not stated)
 : 11% | 6% | ? | -5% | -12% | 0% | 7% | 7 | 3% | -3% | -2%
CC(OC(=O)c1ccc(NC(=O)CC#N)cc1)C(=O)NC(c1ccccc1)c1ccccc1 (configuration not stated)
 : / | / | 7% | 2% | / | 1% | 1% | / | / | 2% | /
CN(C)C(/C=C/Nc1ccc([N+](=O)[O-])cc1)=C(C#N)C#N
 : -3% | 1% | 11% | -1% | 1% | -1% | -47% | -3 | -20% | -3% | -1%
CCC(=O)c1ccc(OCC(=O)OCC(=O)Nc2c(C)n(C)n(-c3ccccc3)c2=O)cc1
 : 3% | -4% | 21% | 0% | / | 2% | -34% | -4 | / | 0% | 3%
CCOc1cc(/C=N/Nc2nc(=O)[nH]nc2C)ccc1O
 : -4% | -1% | -9% | 5% | 8.9µM* | -2% | -5% | -2 | -30% | -8% | 1%
Cc1c(Cl)cccc1-c1ccc(C(=O)N2CCN(c3ccc([N+](=O)[O-])cc3)CC2)o1
 : -1% | -1% | 16µM* | -6% | ? | -11% | -48% | 2 | -19% | 0% | 0%
O=C(COC(=O)c1cnccn1)c1ccccc1
 : ? | 1% | 13% | 1% | 34% | -2% | -16% | 2 | 5% | 1% | -5%
COCCN1CCn2c(nc3cc(Nc4nnc(C)c5ccccc45)ccc32)C1
 : ? | -5% | -13% | 1% | -18% | -1% | -1% | 0 | -2% | -7% | 0%
CCOC(=O)c1c(C)n(-c2ccc(C)cc2)c2ccc(OCC(O)CN3CCN(C)CC3)cc12 (configuration not stated)
 : ? | -2% | ? | 14% | ? | 12% | -12% | -2 | ? | 2% | 6%
Cc1ccc(-c2nc(-c3ccccn3)no2)cc1
 : 0.085µM* | -28% | ? | -38%[inhibitor] | 0.89µM* | -7% | ? | ? | 2µM* | ? | 0.0002µM*
COc1ccc(C(=O)Nc2cccc(-c3ccc(N4CCOCC4)nn3)c2)cc1OC
 : 0.76µM* | ? | ? | 8% | / | 10% | 84% | -2 | / | 2% | 2.8µM*
O=C(Cc1ccc(-n2cccc2)cc1)NCc1cccs1
 : -2% | -16% | 4% | 5% | 1% | 2% | -66% | 23 | 2% | 0% | -6%
COc1ccc(CNC(=O)C2CCN(S(=O)(=O)c3ccc4nc5c(c(C(=O)O)c4c3)CC(C)CC5)CC2)cc1 (configuration not stated)
 : 1% | -4% | 8% | 5% | -2% | -1% | -37% | 0 | 1% | 4% | -3%
Cc1ccc(NC(=O)CCN2CC(C)OC(C)C2)cc1 (configuration not stated)
 : -1% | 0% | 23% | / | 9% | -3% | 5% | -2 | -15% | 6% | 2%
C/C(=N\N1CCN(C2c3ccccc3-c3ccccc32)CC1)c1ccco1
 : -1% | 2% | -17% | -6% | 4% | -2% | -3% | -3 | -2% | -3% | -4%
O=C(Nc1ccc(OC(=O)c2cccnc2)cc1)c1cccnc1
 : -11% | -5% | 10% | -3% | -5% | 4% | 1% | -7 | 5% | -5% | -5%
CCCn1c(C)cc(/C=C(\C#N)C(=O)OCC(=O)NC(=O)NCC)c1C
 : 12µM* | 0% | 6% | 11% | 29% | 3% | 0% | 3 | -4% | 0% | -7%
COc1ccc(/C=N\NC(=O)CNC(=O)C(c2ccccc2)c2ccccc2)cc1[N+](=O)[O-]
 : 0% | 1% | -9% | 0% | ? | -1% | -38% | -1 | -3% | 3% | -1%
CCCCNC(=O)CCC(=O)Nc1ncc(-c2ccc(C)cc2)n1C
 : 0% | 0% | 18% | 7% | 2µM* | -6% | 36% | 13 | 4µM* | 1% | -2%
CCCCCCOc1ccc(C(CC(N)=O)C(=O)O)cc1 (configuration not stated)
 : -4% | -1% | 14% | 0% | -25% | 0% | 15% | 1 | 7% | -7% | -4%
Cc1nc(NC(=S)NC(=O)COc2ccccc2Cl)ccc1Br
 : -1% | -1% | 13% | -6% | 7.1µM* | -2% | -13% | 5 | 7.1µM* | -1% | -3%
COc1ccc(C(=O)NCC(C)(C)N2CCOCC2)cc1S(=O)(=O)N1CCCC1
 : 1% | -2% | 13% | 19% | / | 0% | 2% | 1 | / | -3% | 1%
COc1ccc(CNC(=O)[C@H](C)NC(=O)C2CCN(S(=O)(=O)c3ccc(F)cc3)CC2)cc1
 : 1% | -1% | 2% | 6% | 3% | -2% | 1% | 0 | 4% | -3% | -7%
CN(Cc1ccco1)Cc1ccc(O)c2ncccc12
 : 1% | -4% | ? | 12% | / | 1% | -10% | / | / | ? | -5%
COc1ccc(NC(=O)/C(C#N)=C/C=C/c2ccco2)cc1
 : -2% | -10% | -29% | -2% | -20% | 0% | -69% | 10 | -19% | -3% | -6%
CC(C)(C)C(=O)COC(=O)c1ccc(O)cc1
 : -1% | -6% | 11% | ? | 17% | 3% | 27% | 3 | -2% | -3% | 2%

Following part.
Each structure is followed by: FLuc counter | NPC1 prom act | ELG1 repair inh | p53 reactivation | RORg inh | ELG1 genotoxic | BRCA1 expr up | TRPV1 agonist | VP16 counter | Tb PFK block | Rab9 prom act
CS(=O)(=O)N1CCN(c2ccc([N+](=O)[O-])c(NCCN3CCOCC3)c2)CC1
 : 3% | 6% | 0% | -3% | 7% | 3% | 25% | -3 | -17% | 1% | -1%
CC(C)Oc1ccc(CCNC(=O)CC2C(=O)NCCN2C)cc1 (configuration not stated)
 : -10% | -1% | 6% | 1% | 1% | 2% | -3% | -3 | 15% | 0% | 0%
CCOC(=O)CSc1ncc(-c2ccc([N+](=O)[O-])cc2)[nH]1
 : -16% | 1% | ? | 14% | -6% | 1% | -19% | 3 | -1% | -28% | 3%
COc1ccc(C(=O)c2ccc(Cl)cc2)c2ccccc12
 : 2% | -2% | -29% | 4% | -2% | -1% | -56% | -3 | 6% | -6% | -5%
Cc1nn(C)c(C)c1CNC(=O)c1cnn2c1NC(c1ccccc1)CC2C(F)(F)F (configuration not stated)
 : 1% | -5% | -4% | -1% | 40% | 0% | -3% | ? | 0% | -2% | 4%
COc1ccc(-c2csc(N(CCCN(C)C)C(=O)c3ccc(C(C)(C)C)cc3)n2)cc1
 : -1% | -2% | ? | 1% | 18% | -6% | -47% | 2 | ? | 2% | -3%
Cc1cc(Nc2cccc([N+](=O)[O-])c2)n2c(nc3ccccc32)c1C#N
 : 4% | -33%[inhibitor] | ? | -12% | ? | -10% | -68% | 4 | 1%[0.365 µM] | 1% | -47%[inhibitor]
Nc1nc(-c2ccco2)nn1C(=O)c1ccccc1
 : -1% | -3% | 3% | 12% | -41% | -1% | -30% | -2 | -6% | -2% | -7%
COc1ccc(S(=O)(=O)Nc2ccc(C)c(S(=O)(=O)N3CCOCC3)c2)cc1[N+](=O)[O-]
 : -3% | -1% | 7% | 9% | / | -2% | -4% | -1 | / | 6% | -2%
N#Cc1cc([N+](=O)[O-])ccc1NCCCn1ccnc1
 : 0% | -4% | -7% | -6% | 6% | 0% | -22% | 1 | 2% | -3% | 0%
O=C(Cn1nc(C(=O)O)c2ccccc2c1=O)Nc1cccc(S(=O)(=O)N2CCCCC2)c1
 : / | / | -3% | 4% | / | 1% | -15% | / | / | 2% | /
